ASAP1 GAP inh: blocks human ASAP1-stimulated Arf1 GTP hydrolysis; actives 0.19% (n = 360,000); Q9ULH1; AID 624377; GDP FP detection; inhibition, % at 16.5 µM; in the data active means inhibition above about 25%;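 further: 0% = vehicle with enzyme and substrate and 100% = no enzyme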
Target sequence (Q9ULH1 325-724 limits assumed): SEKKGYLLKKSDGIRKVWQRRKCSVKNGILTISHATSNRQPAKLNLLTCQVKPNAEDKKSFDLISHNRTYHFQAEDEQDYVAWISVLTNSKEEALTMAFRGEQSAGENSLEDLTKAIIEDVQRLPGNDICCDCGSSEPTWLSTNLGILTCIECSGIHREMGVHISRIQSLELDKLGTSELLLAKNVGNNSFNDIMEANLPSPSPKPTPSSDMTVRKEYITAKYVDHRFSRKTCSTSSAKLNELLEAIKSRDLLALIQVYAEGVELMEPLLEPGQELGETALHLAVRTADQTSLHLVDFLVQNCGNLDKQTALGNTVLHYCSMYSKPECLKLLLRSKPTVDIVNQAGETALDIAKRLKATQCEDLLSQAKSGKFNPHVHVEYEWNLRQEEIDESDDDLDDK
PLC-beta3 inh: blocks human PLC-beta3 enzyme activity. Purified PLC-beta3, fluorogenic substrate, fluorescence. AID 720704. inhibition, % at 12.2 µM. Q01970. actives 0.18% (n = 370,000); in the data active means inhibition above about 11%;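 further: 0% = median of compound wells on plate and 100% = full blocker control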
proKLK7 act: activates the human kallikrein-7 zymogen; P49862; purified proKLK7, EDANS-DABCYL substrate fluorescence; 100% is mature enzyme control, 0% vehicle; activation, % at 7 µM; actives 0.9% (n = 370,000); AID 652039;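 active means activation above the mean of all tested compounds plus 3 SD, computed per campaign excluding outliers beyond control limits, cut at about 13% in these data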
Tn6 DDE FP: inhibitors of Tn6 peptide binding to human fibrin DD(E). P02675. Fibrin DD(E) TRITC-Tn6 fluorescence polarization displacement. inhibition, % at 8.3 µM. actives 0.21% (n = 370,000);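 active means inhibition above a per-campaign cutoff: mean of compounds within control limits plus 3 SD, cut at about 15% in these data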;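 further: 0% = median of all compound wells on the plate and 100% = blocking peptide control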
Target sequence (P02675 whole entry, looked up): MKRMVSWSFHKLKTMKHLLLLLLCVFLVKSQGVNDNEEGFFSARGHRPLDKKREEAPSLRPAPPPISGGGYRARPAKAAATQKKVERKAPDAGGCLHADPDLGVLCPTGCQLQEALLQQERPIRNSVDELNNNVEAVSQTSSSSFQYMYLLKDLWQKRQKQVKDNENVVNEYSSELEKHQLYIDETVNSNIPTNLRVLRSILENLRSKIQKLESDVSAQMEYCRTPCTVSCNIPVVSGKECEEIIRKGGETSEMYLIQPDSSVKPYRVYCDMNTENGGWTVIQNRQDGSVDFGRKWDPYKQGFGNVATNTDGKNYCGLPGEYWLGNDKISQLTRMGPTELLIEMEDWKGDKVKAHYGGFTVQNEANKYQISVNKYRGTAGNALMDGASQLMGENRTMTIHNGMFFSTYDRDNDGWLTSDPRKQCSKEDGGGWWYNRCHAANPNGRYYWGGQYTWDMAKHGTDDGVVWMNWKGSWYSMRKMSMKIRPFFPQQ
PLC-gamma1 inh: PLC-gamma1 (human) inhibition, primary screen; P19174; purified PLC-gamma1, fluorogenic substrate, fluorescence; inhibition, % at 12.2 µM; actives 0.84% (n = 370,000); in the data active means inhibition above about 9.5%
ARFGAP1 inhibitor: rat ARFGAP1 inhibition; Q62848; Arfgap1-stimulated ARF1 GTP hydrolysis, GDP FP detection; inhibition, % at 16.5 µM; actives 0.26% (n = 360,000); AID 651572;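 active means inhibition above a per-plate limit, mean inhibition of low control wells plus 3 SD, cut at about 25% in these data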;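 further: 0% = DMSO wells with enzyme and 100% = wells lacking Arfgap1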
Target sequence (Q62848 1-136 limits assumed): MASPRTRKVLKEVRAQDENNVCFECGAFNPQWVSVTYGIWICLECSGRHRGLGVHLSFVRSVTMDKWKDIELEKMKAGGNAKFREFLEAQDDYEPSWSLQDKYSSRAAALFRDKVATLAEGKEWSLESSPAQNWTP
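Assay system: Rat Arfgap1 GAP domain (His6, aa 1-136), purified enzyme | Buffer or medium: HEPES 25 mM pH 7.5, NaCl 150 mM, MgCl2, DTT | Schedule: GTP hydrolysis reaction 2 h at 25 °C | Signal: FP of antibody-bound GDP Alexa 633 tracer, ex 620/em 688 nm | Measure: Percent inhibition of Arfgap1-stimulated GTP hydrolysis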
ADAM17 inh: ADAM17 inhibition, QFRET primary screen; P78536; recombinant ADAM17, EDANS/DABCYL FRET peptide cleavage; inhibition, % at 6.95 µM; actives 0.83% (n = 370,000); AID 720648;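 active means inhibition above the mean of compounds lying between control limits plus 3 SD, set per campaign, cut at about 8.5% in these data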;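 further: 0% = DMSO-only wells as the low control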
MBD2 DNA inh: inhibitors of human MBD2 binding to methylated oligonucleotide; Q9UBB5; TR-FRET; inhibition, % at 4.4 µM; actives 0.31% (n = 370,000); AID 686964; in the data active means inhibition above about 13%
UHRF1 binding: human UHRF1 methylated DNA binding inhibitors; Q96T88; UHRF1 binding to methylated oligo, TR-FRET; inhibition, % at 4.4 µM; actives 0.75% (n = 370,000); AID 687016; in the data active means inhibition above about 21%;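 further: UHRF1 SRA domain binding a hemimethylated CpG hairpin DNA probe; 0% = median of test compound wells and 100% = reference inhibitor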
Tn7 DDE FP: disrupts Tn7 cyclic peptide binding to fibrin D-Dimer-E complex; FP displacement of FITC-Tn7 peptide from fibrin DD(E); 0% = median of compound wells per plate; inhibition, % at 8.3 µM; actives 0.13% (n = 370,000);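 active means inhibition above the mean of compounds falling within the control limits plus 3 SD of them, cut at about 14% in these data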;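 further: 0% = plate median of compound wells and 100% = 10 µM Aha-Tn7 peptide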
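Assay system: human fibrin DD(E). Input: DD(E) 2 µM final. Medium: Tris buffer with calcium and detergent, pH 7.8. Compound dosing: single point at 8.3 µM. Timing: 10 min plus 3 h, room temperature. Technique: fluorescence polarization of the labelled Tn7 tracer. Read-out: percent inhibition. Replicates: singlicate testing.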
The depositor's hits bear a star; . = not tested or not shown.

ASAP1 GAP inh	PLC-beta3 inh	proKLK7 act	Tn6 DDE FP	PLC-gamma1 inh	ARFGAP1 inhibitor	ADAM17 inh	MBD2 DNA inh	UHRF1 binding	Tn7 DDE FP	SMILES
-20.0	-7.5	0.2	4.4	4.4	-1.2	1.9	-5.5	-4.9	0.9	Cc1cc(C)nc(N/N=C2/CCCC/C2=C\c2ccccc2)n1
-2.0	0.6	-0.1	5.3	2.0	-2.1	-2.1	-6.9	1.7	6.3	CCOc1cc(/C=N/NC(=O)c2nn(C)cc2Br)ccc1OCc1ccccc1Cl
-11.3	3.8	-0.4	-0.2	4.4	1.6	-0.3	-0.1	-2.0	-6.1	c1ccc(-c2csc(N3CCc4ccccc4C3)n2)cc1
-4.2	-4.5	-0.3	-5.3	3.8	4.6	-4.8	6.1	4.5	4.3	COc1ccc(Cl)cc1NC(=O)CCS(=O)(=O)c1cc2c(cc1C)NC(=O)CO2
8.2	-1.4	0.0	-0.6	-1.5	3.1	0.7	-0.8	-0.7	9.6	COC(=O)[C@H](C(C)C)n1c(C)c(C(C)=O)c(C(C)=O)c1C
13.2	-11.4	0.0	9.4	-7.0	17.8	-5.5	0.8	-2.5	-1.3	CS(=O)(=O)Nc1ccccc1C(=O)OCC(=O)N1CCC(c2ccccc2)=N1
-8.2	-6.3	0.8	-9.5	1.5	2.9	4.3	-5.5	-1.8	3.2	O=C(/C=C/c1ccc([N+](=O)[O-])s1)N1CCCCC1
-17.5	-6.6	0.2	4.0	1.6	-10.9	-6.9	-5.7	-0.2	-0.6	Cc1cc2cc(CCNC(=O)CCCc3ccccc3)c(=O)[nH]c2cc1C
6.8	-2.2	-0.2	-1.1	2.1	4.8	-4.9	1.4	2.4	8.5	N#CCCN(Cc1cccnc1)C(=O)Nc1ccc(Cl)c(Cl)c1
7.6	-2.7	1.0	-1.6	-2.5	10.1	-2.9	1.0	2.5	-2.1	CC(=O)Oc1ccc2oc(=O)c3c(c2c1)CCCN3C(=O)CN1CCOCC1

2 of the compounds above, with tabs:
SMILES	ASAP1 GAP inh	PLC-beta3 inh	proKLK7 act	Tn6 DDE FP	PLC-gamma1 inh	ARFGAP1 inhibitor	ADAM17 inh	MBD2 DNA inh	UHRF1 binding	Tn7 DDE FP
N#CCCN(Cc1cccnc1)C(=O)Nc1ccc(Cl)c(Cl)c1	6.8	-2.2	-0.2	-1.1	2.1	4.8	-4.9	1.4	2.4	8.5
Cc1cc(C)nc(N/N=C2/CCCC/C2=C\c2ccccc2)n1	-20.0	-7.5	0.2	4.4	4.4	-1.2	1.9	-5.5	-4.9	0.9

Back to the main list; the 5 compounds before the break are reprinted first.
ASAP1 GAP inh	PLC-beta3 inh	proKLK7 act	Tn6 DDE FP	PLC-gamma1 inh	ARFGAP1 inhibitor	ADAM17 inh	MBD2 DNA inh	UHRF1 binding	Tn7 DDE FP	SMILES
13.2	-11.4	0.0	9.4	-7.0	17.8	-5.5	0.8	-2.5	-1.3	CS(=O)(=O)Nc1ccccc1C(=O)OCC(=O)N1CCC(c2ccccc2)=N1
-8.2	-6.3	0.8	-9.5	1.5	2.9	4.3	-5.5	-1.8	3.2	O=C(/C=C/c1ccc([N+](=O)[O-])s1)N1CCCCC1
-17.5	-6.6	0.2	4.0	1.6	-10.9	-6.9	-5.7	-0.2	-0.6	Cc1cc2cc(CCNC(=O)CCCc3ccccc3)c(=O)[nH]c2cc1C
6.8	-2.2	-0.2	-1.1	2.1	4.8	-4.9	1.4	2.4	8.5	N#CCCN(Cc1cccnc1)C(=O)Nc1ccc(Cl)c(Cl)c1
7.6	-2.7	1.0	-1.6	-2.5	10.1	-2.9	1.0	2.5	-2.1	CC(=O)Oc1ccc2oc(=O)c3c(c2c1)CCCN3C(=O)CN1CCOCC1
-2.5	3.5	0.5	5.0	3.6	-9.9	1.8	4.2	-1.4	2.4	O=S(=O)(NC(=NCCc1ccc(Cl)cc1)c1ccccc1Cl)c1cccs1
-4.3	0.0	-0.3	9.7	-1.1	-5.1	-3.6	-4.4	-1.4	-0.7	N#Cc1c2n(c(=O)[nH]c1=O)CCCCC2
-0.7	-5.2	0.0	5.5	-0.3	3.2	-2.9	-6.3	0.2	12.0	Cc1ccc2nc(NC(=O)[C@H](C)N3C(=O)C4CC=CCC4C3=O)sc2c1 (stereo not given in full)
19.3	-8.2	-0.3	0.9	-8.0	6.1	-2.5	-5.3	-3.4	3.8	O=C(Nc1nc(-c2ccccn2)cs1)c1ccc(Br)s1
-0.3	-2.5	-0.1	-1.4	-1.4	2.9	-4.5	2.6	-1.5	-2.2	COc1ccc(N(CC(=O)NC2CC3CCC2C3)S(=O)(=O)c2ccc(C)cc2)cc1 (stereo not given)
5.5	5.8	0.6	-1.7	5.9	-11.0	7.4	-6.7	2.0	-8.0	Cc1ccc(S(=O)(=O)NN=C2CCc3ccccc32)cc1
8.5	2.4	-0.3	-8.3	5.5	-1.0	9.1*	-10.8	0.5	-4.5	COc1ccc(CCN2C(=O)c3[nH]nc(-c4ccccc4O)c3C2c2cccc(O)c2)cc1OC (stereo not given)
-15.2	4.4	-0.4	-3.7	8.2	8.6	-0.7	-6.0	0.3	-4.7	Cc1cc(NC(=O)CCC(=O)N(CC(=O)NC2CCCC2)c2cccc(F)c2)no1
-5.9	4.4	-0.2	3.5	2.0	0.1	-3.2	0.6	0.3	-2.1	Cc1cc(C)n(-c2nc3c(c(=O)[nH]c(=O)n3C)n2CC(O)COc2ccc(Cl)cc2Cl)n1 (stereo not given)
1.7	-3.5	0.2	9.1	-2.6	1.8	-2.4	-0.8	-2.7	-3.6	COc1ccc([C@@H]2CC=C(C(=O)O)[C@H](c3ccc(Br)cc3)N2S(=O)(=O)c2ccccc2C)cc1
.	0.7	0.7	-11.5	1.0	.	0.0	1.4	-1.2	5.6	COc1cc(C(=O)NC2CCCCN(Cc3cccc(Cl)c3)C2=O)cc(OC)c1OC (stereo not given)
-7.5	-9.6	-0.1	4.5	0.3	0.7	1.1	-0.2	-2.2	7.5	COc1ccc(-c2csc(N3CCN(c4cc(C)nc5ccccc45)CC3)n2)cc1OC
-0.1	-3.0	0.5	-3.8	4.0	2.3	4.8	-0.4	5.5	-9.6	COCc1cc(N2CCN(C(=O)OC(C)(C)C)C[C@@H]2C)ccc1N1CCN(Cc2ccccc2)[C@H](C)C1
-4.0	-22.7	0.3	-0.2	-17.1	-1.4	1.6	-4.7	-4.6	2.4	O=[N+]([O-])c1cc(-c2ccc(/C=N/n3cnnc3)o2)ccc1Cl
-3.0	-1.4	-0.2	3.2	0.1	-10.3	-2.1	2.4	0.5	12.0	CCCCCC(=O)N1CC2(CC(c3cccc(NC(=O)CC)c3)=NO2)C[C@H]1C(N)=O (stereo not given in full)
-2.7	-23.9	0.6	7.8	-17.4	10.3	-6.9	8.7	21.8*	-1.5	COC(=O)c1ccc2nc(C(C)(C)C)c(Cc3ccc(OC)cc3C)n2c1
0.1	-1.4	-0.3	6.4	1.5	0.6	-1.2	4.6	20.9*	5.5	O=[n+]1cc(-c2ccccc2)n([O-])c2c1CCC2
-0.5	1.8	-0.4	-3.7	-2.3	-14.4	1.3	1.5	-3.4	11.0	O=C(Nc1nccs1)c1cc(Cl)ccc1[N+](=O)[O-]
4.4	-3.0	-0.2	4.2	1.8	-2.6	2.9	2.9	-2.4	6.0	O=C(/C=C/c1ccc(Br)o1)NC(c1ccccc1)c1ccccc1
-10.2	3.5	-0.3	-6.8	13.4*	7.2	3.0	-5.7	3.9	0.6	S=C(NCCCNC(=S)Nc1ccccc1)Nc1ccccc1
-5.7	-50.1	-2.8	3.4	-28.9	7.8	-6.0	-0.6	7.1	-2.3	O=C1C=C(c2cccc3c2oc2ccccc23)CCC1
-9.2	-4.3	-0.3	-1.0	1.6	8.1	0.5	5.6	1.9	5.6	O=c1c2ccccc2[nH]c(=S)n1CCCN1CCC(Cc2ccccc2)CC1
-6.6	-23.6	0.7	-0.2	-9.6	7.1	-8.1	-5.5	2.2	2.2	CC(C)NC(=O)c1sc2c(c1C(=O)Nc1cccnc1)CCCC2
-7.3	-2.9	-0.5	5.1	0.6	-3.7	-3.0	-0.7	-0.9	7.4	CCc1ccc(CN(C)C(=O)C2CCC(=O)N(CCCN3CCCC3=O)C2)cc1 (stereo not given)
16.2	3.1	0.3	4.6	-3.0	-2.0	-0.3	-1.4	18.0	-0.4	Cc1cc([N+](=O)[O-])ccc1NS(=O)(=O)c1ccccc1
0.7	-0.4	-0.6	6.1	0.7	-0.9	-4.0	3.9	0.3	-3.8	O=C(CN1CCN(C(=O)c2cccc(S(=O)(=O)N3CCCC3)c2)CC1)Nc1ccccc1Cl
3.6	-6.2	0.5	0.3	1.1	1.7	-1.9	3.8	5.5	3.5	CC(NC(=O)CCC(=O)Nc1ccccc1O)c1ccccc1 (stereo not given)
1.3	0.9	0.3	-0.5	4.5	7.1	0.5	-1.4	-0.6	-3.2	CCCC(c1c(C)n(C)n(-c2ccccc2)c1=O)c1c(C)n(C)n(-c2ccccc2)c1=O
0.9	1.7	-0.5	1.8	1.3	14.1	1.7	0.1	-3.1	-1.1	COc1ccc(S(=O)(=O)N2Cc3ccccc3CC2C(=O)Nc2ccc3c(c2)OCO3)cc1 (stereo not given)
-2.9	-1.1	0.2	6.0	-1.5	-9.5	-4.3	-1.3	3.3	-5.4	CC(C)Oc1ccc(C2CC(=O)NC3=C2C(=O)CCC3)cc1 (stereo not given)
-7.9	4.8	0.8	6.7	1.0	-8.6	3.6	-0.6	-0.4	4.9	CC(C)(C)c1ccc(CC(=O)N2CCC2(C)C(=O)NCc2ccc(Cl)cc2)cc1 (stereo not given)
14.8	3.3	-0.2	-1.3	1.1	4.1	1.8	-0.5	1.4	-8.7	Fc1cc(Cl)cc2ccc(-c3ccccc3)nc12
-8.1	1.3	-0.4	-4.7	4.5	5.0	2.3	-4.0	-0.1	-3.6	Cc1ccc(NC(=O)c2ccc(S(=O)(=O)C(F)F)cc2)c(C)c1
3.4	3.0	-1.3	-3.2	3.5	11.1	-0.1	-2.9	7.9	-4.7	O=C(CCCNc1ccccc1)N/N=C/c1cccs1

Screening results deposited in PubChem BioAssay by The Scripps Research Institute Molecular Screening Center.
